# ALOX12 inhib: qHTS Assay for Inhibitors of 12-hLO (12-human lipoxygenase). Polyunsaturated fatty acid lipoxygenase ALOX12 (Homo sapiens), P18054. purified 12-hLO, xylenol orange hydroperoxide absorbance. Potency, µM (titrated, usually from 57.1 µM), inactives show top-dose activity change, negative = inhibition, actives largely listed as inhibitors. hit rate 0.12% among 150,000; further: potency means the concentration at half of the fitted maximal effect; nearly all actives have a fitted effect of over 55% in size; many of its hits are not listed in these tables
#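 150 nM 12hLO, 25 mM Hepes pH 7.0 + 0.01% Triton X-100; cpd preinc 15 min RT; 40 uM arachidonic acid, 30 min RT; Fe-XO 30 min; A573/A405 ratio as read-out.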
# 15-hLO-2 inh: qHTS Assay for Inhibitors of 15-hLO-2 (15-human lipoxygenase 2); Polyunsaturated fatty acid lipoxygenase ALOX15B (Homo sapiens), O15296; purified 15hLO-2, xylenol orange hydroperoxide absorbance; Potency, µM (top dose mostly 57.1 µM), for inactives: top-dose activity change, negative = inhibition, most hits filed as inhibitors; hit rate 0.56% among 110,000; AID 881, 2007; further: potency means the concentration at half of the fitted maximal effect; nearly all actives have a fitted effect of over 60% in size; many of its hits are not listed in these tables
# Target sequence (O15296 whole entry, looked up): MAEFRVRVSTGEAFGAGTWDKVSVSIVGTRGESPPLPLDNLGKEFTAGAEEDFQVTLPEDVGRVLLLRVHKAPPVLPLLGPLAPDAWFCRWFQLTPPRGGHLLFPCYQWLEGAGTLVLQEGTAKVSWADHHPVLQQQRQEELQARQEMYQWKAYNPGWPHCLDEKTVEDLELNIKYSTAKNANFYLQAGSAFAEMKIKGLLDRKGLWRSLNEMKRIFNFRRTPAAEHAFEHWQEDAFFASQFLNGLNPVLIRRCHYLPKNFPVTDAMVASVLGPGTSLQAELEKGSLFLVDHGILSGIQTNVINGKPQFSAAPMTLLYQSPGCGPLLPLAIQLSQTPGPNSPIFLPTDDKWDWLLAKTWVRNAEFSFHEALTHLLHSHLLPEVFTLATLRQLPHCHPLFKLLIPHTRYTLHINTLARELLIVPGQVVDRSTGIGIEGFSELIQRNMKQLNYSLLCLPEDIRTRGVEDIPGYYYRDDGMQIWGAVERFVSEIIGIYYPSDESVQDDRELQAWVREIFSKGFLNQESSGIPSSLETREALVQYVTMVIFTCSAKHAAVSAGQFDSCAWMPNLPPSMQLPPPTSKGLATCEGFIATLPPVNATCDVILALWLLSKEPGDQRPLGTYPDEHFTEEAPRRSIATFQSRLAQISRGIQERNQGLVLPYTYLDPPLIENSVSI
#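 Read-out: hydroperoxide product oxidises ferrous iron, measured as xylenol orange complex via the 573-to-405 nm absorbance ratio after 30 min. Reaction: 50 nM enzyme, 15 min compound preincubation, 45 uM arachidonic acid, 90 min RT, Hepes pH 7.5 with Triton X-100.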
# PNC assembly inh: High Content Assay for Compounds that inhibit the Assembly of the Perinucleolar Compartment; PC3M PTB-GFP, PNC prevalence imaging, 16 h; stronger effect = lower value; activity change (PNC), negative = inhibition, % at 10 µM; hit rate 3.1% among 140,000;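 active means readout at or below -70, meaning at least 70% loss of cells showing the perinucleolar compartment, a nuclear body marking cancer cells; inconclusive means readout between -30 and a set limit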;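 further: plate controls were DMSO wells for no effect and camptothecin positive control wells for full effect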
#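 Read-out is percentage of cells bearing a perinucleolar compartment, from automated 20x imaging of fixed, Hoechst-stained PC3M PTB-GFP cells. Cells were seeded 4 h, then exposed 16 h to compound (23 nl of library stock) in duplicate plates.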
# IMPase inh: qHTS Assay for Identifying the Cell-Membrane Permeable IMPase Inhibitors | CHO-M1 cells, IP1 accumulation, HTRF TR-FRET ratio | inhibition (IP1 accumulation), % at 46.1 µM | 120,000 tested, under 10 active; active means well fitted curve in the direction sought with a large enough effect in the signal ratio, not every such curve was filed as active; inconclusive means small, poorly fitted or top-dose-only effect, or a change in a side signal; inactive means no such curve, though single readings can be large or run the other way; the % refers to the signal ratio;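 further: cells stimulated with carbachol in lithium chloride buffer; plate controls were DMSO basal wells for no effect and reference inhibitor wells for full effect; higher means more IMPase inhibition seen as more IP1 and lower FRET ratio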
# Target sequence (P97697 whole entry, looked up): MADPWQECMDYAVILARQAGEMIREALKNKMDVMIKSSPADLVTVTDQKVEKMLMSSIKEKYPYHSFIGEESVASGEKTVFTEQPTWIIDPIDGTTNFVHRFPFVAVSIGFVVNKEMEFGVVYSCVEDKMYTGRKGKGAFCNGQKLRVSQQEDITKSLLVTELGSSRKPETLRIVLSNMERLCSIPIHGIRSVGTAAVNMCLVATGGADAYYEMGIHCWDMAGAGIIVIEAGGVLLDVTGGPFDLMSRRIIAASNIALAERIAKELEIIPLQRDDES
#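 CHO-M1, 2000 cells/well, cultured 16–30 h; cpd up to 46 uM; carbachol (50 uM solution, stimulation buffer w/ 50 mM LiCl, pH 7.4), 30 min 37C; IP-One TR-FRET, 10 min RT; Ex 320/Em 665, 620; Hill-fit AC50.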
# The depositor's hits bear a star; ? = inconclusive; nt = not tested or not shown; [ ] = another dose, or the depositor's remark. Unless noted, the call rests on the fitted dose curve; in most records, active means well fitted curve in the direction sought with a large enough effect; inconclusive means small, poorly fitted or top-dose-only effect, or another doubt; inactive means no such curve, though single readings can be large; an effect the other way counts as inactive or inconclusive. Unless noted, on the % scale 0 is the no-effect control and ±100 the full control effect. This is a subset, so the mix of outcomes need not match the whole.
SMILES,ALOX12 inhib,15-hLO-2 inh,PNC assembly inh,IMPase inh
OC(COCc1ccccc1)CN1CCN(c2ccccc2F)CC1 (stereo not drawn),-3%,0%,5,?
O=C(NC1CCCCC1)NC1CC2CCC(C1)N2C(=O)NCc1ccccc1 (stereo not drawn),-5%,12%,-26,10
COc1cccc(NC(=O)c2ccccc2SC)c1,-2%,-10%,?,0
O=C(CSc1nnc(SCc2cccc3ccccc23)s1)N/N=C/C=C/c1ccccc1[N+](=O)[O-],-2%,nt,34,nt
CCS(=O)(=O)N1CCC(C(=O)NCC2CCCO2)CC1 (stereo not drawn),2%,-3%,?,5
COc1ccc(N(CC(=O)Nc2ccccc2C(=O)NCc2ccco2)S(C)(=O)=O)cc1,1%,2%,7,0
CCCCC(CC)C1OCC(C[N+]2(C)CCOCC2)O1 (stereo not drawn),1%,nt,-4,10
Cc1cc(N(C)C)c(C#N)c(N2CCOCC2)n1,-1%,-2%,5,9
CCN1CCN(Cc2ccccc2NC(=O)Nc2ccc(C)cc2)CC1,3%,6%,-11,6
C=C1C2=CC(=O)OC(c3ccoc3)[C@]2(C)CCC1[C@]1(C)C=CC(=O)C(C)(C)C1CC(=O)OC (stereo partly drawn),-4%,-1%,nt,nt
N#CCC(=O)Nc1ncn(Cc2ccccc2Cl)n1,-2%,-2%,-81*,11
COc1ccc(-c2cc3ccccc3n2CC(O)Cn2nc(C)cc2C)cc1 (stereo not drawn),-10%,21%,6,7
O=C(/C=C\NCC(=O)c1ccccc1)c1ccc2ccccc2c1,-8%,nt,?,-1
COc1cccc(C2C(C#N)=C(C)NC3=C2C(=O)CC(C)(C)C3)c1 (stereo not drawn),-3%,nt,?,nt
CCCC(=O)Nc1ccc(NC(=O)c2cccs2)cn1,-1%,-2%,-21,0
O=c1c2ccccc2[nH]c(=S)n1CCCN1CCOCC1,10%,-9%,9,2
C=C(C)Cn1c(N2CCN(CC)CC2)nc2c1c(=O)[nH]c(=O)n2C,-3%,2%,32,5
COc1ccc(CCNC(=O)Cn2cccc2C(=O)c2ccccc2)cc1OC,-1%,nt,47,nt
Cc1nnc(SCc2nc3ccccc3[nH]2)s1,-6%,-6%,5,3
CC(=O)N1CCc2cc(Br)cc(S(=O)(=O)N3CCN(C(=O)c4ccco4)CC3)c21,-2%,0%,34,-5
CCOC(=O)C(CCc1nnc(N)s1)C(=O)OCC,6%,2%,19,3
CC/C(=N\NC(=O)CNC(=O)/C=C/c1ccco1)c1ccccc1,-6%,-4%,10,9
Cc1cccc(S(=O)(=O)Nc2cccc(-c3cn4ccsc4n3)c2)c1,-1%,21%,?,-7
CCOC(=O)c1cc(NC(=O)N2CCCCC2)c(C)nc1C,-3%,-3%,?,0
CC(C)CC(=O)Nc1nnc(SCC(=O)NCc2ccco2)s1,0%,nt,?,-9
O=C(NCC1CCCCC1)C1CCCN(C(=O)NC2CCCCC2)C1 (stereo not drawn),-3%,2%,-18,4
COc1cc(-c2nc(Cc3c(F)cccc3Cl)no2)cc(OC)c1OC,-2%,-6%,-1,2
CCOC(=O)c1nn(-c2ccc(Cl)cc2)c2nc(Nc3ccccc3)cc(=O)n12,1%,2%,3,-5
Cc1ccc(NC(=O)CCC(=O)c2cccs2)cc1,7%,-4%,-22,6
CNC(=O)N(O)C1N(C)C(=O)N(CC(=O)OC)C1(C)C (stereo not drawn),6%,4%,51,2
CSCCC(NC(=O)c1cccc(S(=O)(=O)N2CCOCC2)c1)C(=O)Nc1ccc(F)cc1 (stereo not drawn),-7%,nt,17,nt
CCC(=O)Nc1ccc(NC(=O)c2cccc(OC)c2)nc1,3%,nt,-2,?
COc1ccc(C(=O)NCCNC(C)=O)cc1S(=O)(=O)NCc1ccc(Cl)cc1,-5%,8%,-24,-6
O=C(COC(=O)CSc1ccc2ccccc2c1)Nc1ccccc1OC(F)F,-1%,nt,-11,-15
Cc1cccc2c(=O)cc(C)n(Cc3ccccc3)c12,0%,nt,27,nt
CC(=O)Nc1ccc(S(=O)(=O)N2CCN(c3cc(C)nc4ccccc34)CC2)cc1,-2%,12%[2.29 µM],?,5
Cn1c[n+](C)cc1-c1ccc(/C(N)=N/O)cc1,-3%,nt,-80*,nt
CCN(Cc1ccccc1)C(=O)c1cc2c(=O)oc3ccc(C)cc3c2s1,-7%,2%,22,11
CCCS(=O)(=O)N1CCCC(C(=O)NCCCN(Cc2ccccc2)C(C)C)C1 (stereo not drawn),-10%,2%,9,-3
COc1ccc(/C=C/C(=O)NCc2cn(C)nc2C)cc1COc1ccc(Cl)cc1Br,-5%,4%,21,3
Cc1onc(-c2ccccc2)c1C(=O)NCc1ccc2c(c1)OCO2,-18%,1%,?,-6
O=S(=O)(c1cc(Cl)ccc1Cl)N1CC2CCCN2c2ccc(C(F)(F)F)cc21 (stereo not drawn),2%,nt,?,25
COC(=O)C1C2C=CC3(CN(Cc4ccco4)C(=O)C13)O2 (stereo not drawn),3%,3%,-4,0
COc1ccc(C(=O)NC(=S)Nc2ccccc2N2CCOCC2)cc1Br,-14%,nt,-10,nt
O=C(NCc1ccccn1)c1c(Cl)cccc1Cl,-2%,21%,-1,-7
Cc1ccc2nc(C)c(C(=O)N/N=C/c3ccco3)cc2c1,4%,nt,28,nt
O=C1c2ccccc2-c2cccc(C(=O)N3CCCCCC3)c21,-2%,nt,?,nt
CCOc1ncnc2c1oc1nc(CC(C)C)c3c(c12)CC(C)(C)OC3,3%,?,65,0
CCC1Oc2ccc(C)cc2N(CC(=O)N2CCN(c3ccc(F)cc3)CC2)C1=O (stereo not drawn),0%,nt,-7,?
O=C1C=C(O)CC(c2ccc(Cl)cc2)C1 (stereo not drawn),?,-26%,?,-6
Cc1ccccc1NC(=O)Cn1nnc2c(cnn2-c2ccc(F)cc2)c1=O,1%,-30%,-21,9
CCc1nc(N)c(C#N)c(-c2cccnc2)c1C,0%,-1%,?,-8
Cc1ccc(C(C)C)c(OCC(=O)NN=C2CCCCCCC2)c1,1%,nt,-14,-7
CC(=O)N/C(=C/c1ccc2c(c1)OCO2)C(=O)NCCCO,3%,0%,?,26
COc1ccc(C(CNC(=O)c2cccc(Br)c2)N2CCCC2)cc1 (stereo not drawn),5%,18%,36,9
Cc1cc(C(=O)CSc2nnc(-c3ccc(Cl)cc3)n2CC2CCCO2)c(C)n1C (stereo not drawn),-7%,-9%,21,7
Cc1ccc(S(=O)(=O)/N=C2/NC(=O)/C(=C/c3cccnc3)S2)cc1,0%,-2%,-8,8
C=CCNC(=O)C1CCN(c2c([N+](=O)[O-])cc(C(F)(F)F)cc2[N+](=O)[O-])CC1,4%,5%[11.4 µM],?,-15[1.84 µM]
CC1(NC(=O)CC[N+](C)(C)CCO)CS(=O)(=O)CC1S(=O)(=O)[O-] (stereo not drawn),1%,nt,77,nt
CCn1cc(CNC(=O)CCSc2nc(-c3ccco3)cc(C(F)(F)F)n2)cn1,-1%,-2%,11,3
# Further structures:
SMILES,ALOX12 inhib,15-hLO-2 inh,PNC assembly inh,IMPase inh
COc1cc(C2N(c3ccccc3)CCN2c2ccccc2)cc(OC)c1OC,-4%,-3%,8,1
O=C(OCc1ccccc1)Oc1cncc(C(=O)O)c1,-5%,2%,14,-2
Nc1nonc1/C(=N/O)N1CCN(CCO)CC1,-5%,1%,?,7
CSc1nsc(SCCN2C(=O)c3ccccc3C2=O)n1,-6%,0%,?,?
O=C(Nc1ccc(Cl)cc1)N1CCN(c2ccccc2)CC1,-4%,nt,?,-1
O=C(CCCCC(=O)NC1CCCC1)NC1CCCC1,0%,nt,13,nt
CCC(Sc1nc(N)c(NC(=O)c2ccc(OC)c(OC)c2)c(=O)[nH]1)C(=O)OC (stereo not drawn),-1%,1%,?,-1
CC(=O)Nc1ccc(S(=O)(=O)Nc2nc(-c3ccc(C(C)(C)C)cc3)cs2)cc1,1%,nt,12,4
CN1C(=O)N(S(=O)(=O)c2ccc(F)c(F)c2F)C(=O)C1(C)C,-5%,0%,17,-4
CCCCC(c1nnnn1Cc1ccco1)N1CCN(c2nc3ccccc3s2)CC1 (stereo not drawn),-10%,-9%,?,9
COc1ccc(C(=O)Nc2nc3ccccc3[nH]2)cc1S(=O)(=O)N1CCCC1,-1%,33%[activator],-28,0
Cc1ccc(OCC(=O)N(C)CC(=O)Nc2ccc(F)cc2)c([N+](=O)[O-])n1,-1%,nt,?,nt
O=C(NCc1ccc(OC(F)(F)F)cc1)C1CC(c2ccccc2[N+](=O)[O-])=NO1 (stereo not drawn),-4%,4%,31,8
CN1CC(c2ccccc2Cl)C2(COc3ccccc3C2=O)C12C(=O)Nc1ccccc12 (stereo not drawn),-7%,26%,?,-3
CC(C)(C)c1ccc2c(c1)N(CC(=O)O)C(=O)CO2,1%,12%,8,6
CC(C)Nc1nc(NC(C)(C)C)nc(Oc2ccc(=O)n(-c3ccccc3)n2)n1,5%,22%,7,-19
Cc1ccc2c(c1)N(CCC(=O)NC1CC1)C(=O)C(C)O2 (stereo not drawn),-2%,-2%,-17,1
COC(=O)c1ccc(C23CC4(C2)[C@H](CN(C)[C@@H]4c2ccccc2)C3c2ccc(Cl)nc2)cc1 (stereo partly drawn),-5%,-1%,nt,nt
CN(C)c1ccc(NC(=O)c2cccc(N3C(=O)CCC3=O)c2)cc1,-3%,-3%,-8,?
Cc1ccc(NC(=O)C(CC(C)C)NC(N)=O)cc1 (stereo not drawn),1%,nt,?,nt
COc1ccc(CN(C)CCc2ccccn2)cc1OC,-5%,nt,50,-4
COC(=O)[C@@]1(Cc2ccc(OC)cc2)[C@H]2c3cc(C(=O)N4CCCC4)n(Cc4cc(F)cc5c4OCOC5)c3C[C@H]2CN1C(=O)c1ccccc1,-6%,-3%,nt,nt
COc1ccc(C(=O)NCc2ccccc2)cc1Br,2%,nt,27,-12
O=S1(=O)c2cccc3cccc(c23)N1Cc1ccc(-c2nnco2)cc1,-1%,-9%,21,-5
CN(C)S(=O)(=O)c1ccc2c(c1)nc(CCC(=O)NCC1CCCCC1)n2C,-4%,-3%,-3,1
COC(=O)c1ccc(CSc2ncnc3sc(C)c(C)c23)o1,-7%,-9%,20,1
COc1ccc(C(=O)Nc2ccccc2C(=O)O)cc1Cl,1%,nt,-25,nt
C[N+]1(CCCCCCC(=O)/C=N/O)CCCCCC1,-9%,1%,?,10
Brc1ccc(-c2nc3ccccc3s2)s1,-7%,-2%,13,?
O=C(Nc1cc(C(F)(F)F)ccc1Cl)C(=O)N1CCCCC1,-2%,nt,-18,-2
CC(C)(C)c1ccc(S(=O)(=O)CC(O)CSc2nc3c(cc2C#N)CCCC3)cc1 (stereo not drawn),-5%,-10%,-20,-4

# From PubChem
